Screening data deposited in PubChem BioAssay by National Center for Advancing Translational Sciences (NCATS).
RXFP1 antagonist – qHTS Assay for Antagonists of the Relaxin Receptor RXFP1; Relaxin receptor 1 (Homo sapiens), Q9HBX9; HEK293-RXFP1, relaxin-stimulated cAMP HTRF, 30 min; stronger effect = lower value; activity change, negative = inhibition, % at 57.5 µM; hit rate 0.59% among 350,000; AID 1259400, 2018;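 active = activity change of -60% or lower, but not beyond a set lower limit; inconclusive = change between -60% and -40%, or beyond the set limit; inactive = change above -40%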; note: % is set by controls: 0 for no effect and ±100 for the full control effect
D1 agonist – Allosteric Agonists of the Human D1 Dopamine Receptor: qHTS; activation, % at 2 µM; hit rate 1% among 360,000; HEK293 T-REx D1 cells, calcium flux, agonist mode; D(1A) dopamine receptor (Homo sapiens), P21728; note: 0% is about no effect
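Agonism was scored from calcium flux recorded over 180 s (1 read/s) after pintool compound addition, following a 10-cycle baseline. Cells were inducible force-coupled HEK293 TREx D1, plated overnight at 30 C and loaded with no-wash calcium dye.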
D1 potentiator – Potentiators of Human D1 Dopamine Receptor: qHTS | HEK293 TREx D1 cells, calcium flux, dopamine EC20 potentiation | hit rate 0.036% among 360,000 | D(1A) dopamine receptor (Homo sapiens), P21728 | potentiation, % at 10 µM | AID 504651, 2011; in the data active = potentiation above about 30%; note: 0% is about no effect
D2 antagonist – HTS Assay for Allosteric Antagonists of the Human D2 Dopamine Receptor: Primary Screen for Antagonists; AID 485344, 2010; inhibition, % at 10 µM; D(2) dopamine receptor (Homo sapiens), P14416; hit rate 2% among 340,000; HEK293 TREx D2 cells, calcium flux, dopamine EC80; in the data active = inhibition above about 30%; note: 0% is about no effect
Target sequence (P14416 whole entry, looked up): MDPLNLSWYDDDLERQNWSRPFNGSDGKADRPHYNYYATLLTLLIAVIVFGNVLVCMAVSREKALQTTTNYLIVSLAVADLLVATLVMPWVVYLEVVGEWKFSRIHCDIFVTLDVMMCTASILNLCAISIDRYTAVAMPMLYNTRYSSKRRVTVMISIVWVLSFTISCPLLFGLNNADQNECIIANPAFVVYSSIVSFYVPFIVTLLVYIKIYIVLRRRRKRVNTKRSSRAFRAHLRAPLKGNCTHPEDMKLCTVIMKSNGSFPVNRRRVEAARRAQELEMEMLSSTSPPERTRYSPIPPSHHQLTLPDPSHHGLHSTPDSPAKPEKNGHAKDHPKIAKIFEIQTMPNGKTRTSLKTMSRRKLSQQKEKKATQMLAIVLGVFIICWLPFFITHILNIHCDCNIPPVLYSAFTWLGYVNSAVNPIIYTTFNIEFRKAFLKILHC
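Cells plated overnight at 30 C with tetracycline; no-wash calcium dye, 30–90 min RT; 10 s baseline; compound pinned; 180 s read; EC80 dopamine added; another 180 s read.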
TRHR ag – qHTS for Small Molecule Agonists and Allosteric Enhancers of Human TRH Receptor: Primary Screen for Agonists; Thyrotropin-releasing hormone receptor (Homo sapiens), P34981; TRHR cells, calcium flux fluo-8, FDSS agonist mode; activation, % at 2 µM; hit rate 0.18% among 360,000; note: 0% is about no effect
Target sequence (P34981 whole entry, looked up): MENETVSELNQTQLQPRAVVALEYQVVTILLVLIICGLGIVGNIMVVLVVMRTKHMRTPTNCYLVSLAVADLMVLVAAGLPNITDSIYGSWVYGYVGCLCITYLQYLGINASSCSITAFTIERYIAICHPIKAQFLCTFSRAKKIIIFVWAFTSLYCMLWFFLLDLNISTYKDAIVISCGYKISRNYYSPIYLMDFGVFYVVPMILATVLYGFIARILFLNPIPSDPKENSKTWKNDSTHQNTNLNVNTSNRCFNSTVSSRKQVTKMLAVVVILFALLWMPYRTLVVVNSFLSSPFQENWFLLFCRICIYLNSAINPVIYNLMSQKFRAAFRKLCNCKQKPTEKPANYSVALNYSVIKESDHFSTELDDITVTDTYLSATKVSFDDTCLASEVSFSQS
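In this calcium-flux screen, cells bearing human TRHR are dye-loaded with fluo-8, baselined for 10 cycles, then exposed to library compounds; positive kinetic calcium responses during the agonist phase mark hits, with TRH as control.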
D1 antag – Antagonist of Human D 1 Dopamine Receptor: qHTS; HEK293 TREx D1 cells, calcium flux, dopamine EC80; stronger effect = lower value; activity change, negative = inhibition, % at 10 µM; hit rate 3.2% among 360,000; AID 504652, 2011; in the data active = activity change below about -30%; note: % is set by controls: 0 for no effect and ±100 for the full control effect
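Antagonism measured as reduced calcium response to an EC80 dopamine addition following 180 s compound pre-read; cells were inducible HEK293 Trex D1 plated overnight at 30 C, read kinetically at 1 cycle/sec.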
TRHR enhancer – qHTS for Small Molecule Agonists and Allosteric Enhancers of Human TRH Receptor: Primary Screen for Enhancers | TRHR cells, fluo-8 calcium fluorescence, EC20 TRH enhancement | AID 493056, 2011 | hit rate 0.66% among 360,000 | enhancement, % at 2 µM | Thyrotropin-releasing hormone receptor (Homo sapiens), P34981; in the data active = enhancement above about 30%; note: 0% is about no effect
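TRHR-expressing cells loaded with fluo-8 calcium dye were read kinetically (ex 480/em 530) during compound addition, then stimulated with an EC20 of TRH (10 nM final). Enhancement of the Gq-mediated intracellular calcium response was scored.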
D2 PAM – HTS Assay for Positive Allosteric Modulators of the Human D2 Dopamine Receptor: Primary Screen for Potentiators. HEK293 T-REx D2, calcium flux, EC20 dopamine potentiation. potentiation, % at 10 µM. hit rate 0.34% among 340,000. AID 485347, 2010;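 active = potentiation over 3 SD above the plate norm, cut at about 30% in these data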; note: 0% is about no effect
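Primary screen. Calcium kinetics in induced HEK293 T-REx D2 cells: compound pre-addition 180 s, EC20 dopamine, 180 s more.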
D2 agonist – HTS Assay for Allosteric Agonists of the Human D2 Dopamine Receptor: Primary Screen for Agonists. D(2) dopamine receptor (Homo sapiens), P14416. HEK293 T-REx D2 cells, calcium flux agonist mode. activation, % at 2 µM. hit rate 0.53% among 340,000;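 active = activation over 3 SD above normal in the single-dose calcium agonist read, cut at about 30% in these data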; note: 0% is about no effect
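HEK293 Trex D2 cells, tetracycline-induced, o/n 30 C 5% CO2; no-wash Ca dye, RT 30–90 min; 10-cycle baseline, 23 nl cpd added, kinetic Ca read 180 s; agonist hits = positive Ca response.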
* = called active by the depositor; ? = inconclusive; . = not tested or not shown. Cut-off read from the data, not from the text of the source, unless noted: active = activation above about 30%; inactive = the rest.

canonical_smiles	D2 PAM	TRHR enhancer	D1 agonist	D1 antag	RXFP1 antagonist	D1 potentiator	D2 antagonist	TRHR ag	D2 agonist
CCSc1nnc(NC(=O)CSc2nc3c(c(=O)n2-c2ccccc2)SCC3)s1	0.5	7.7	0.2	4.8	-13.3	4.1	3.0	-0.5	-1.7
COC(=O)c1cnc(NNS(=O)(=O)c2ccc(Cl)cc2)nc1C(F)(F)F	-5.5	2.6	0.3	-18.3	-12.4	-3.6	-7.8	0.4	-1.2
C/C(=N\OC(=O)c1ccc(C)cc1)c1c(C)nc2cc(C)ccn12	-5.1	-5.0	2.4	-7.8	14.0	-1.6	6.7	0.1	0.2
CCN(CC)C(=S)SCC(=O)Nc1nc(=O)c2ccccc2s1	-4.4	-1.3	-0.4	-12.3	-11.5	-2.7	-7.1	-0.1	-1.8
O=S(=O)(Nc1cccc(-c2ccc(N3CCCCC3)nn2)c1)c1ccc(Cl)s1	-0.9	4.6	1.1	-15.5	-12.2	0.8	.	-0.2	-0.3
COc1ccc(CN(CC(=O)NC2CCCC2)C(=O)CCC(=O)Nc2nccs2)cc1	1.1	2.6	-0.2	18.3	3.3	1.9	-7.1	-0.3	-0.7
CN1CCN(c2ccc(S(=O)(=O)N3CCOCC3)cc2)CC1	-15.2	1.8	3.8	-0.9	-9.5	-2.6	12.6	0.7	0.0
O=c1c2ccccc2ncn1Cc1ccc(Cl)cc1	2.5	-18.0	0.9	24.5	9.9	-1.2	-3.0	0.4	0.7
CC(OC(=O)CCN=C1NS(=O)(=O)c2ccccc21)C(=O)Nc1ccccc1F (stereo not drawn)	-5.4	-6.5	9.0	1.3	-3.6	2.4	-3.5	-0.5	-0.4
Cc1ccc(-c2cc(N)on2)cc1	-3.4	0.6	1.0	5.9	8.7	-5.9	3.5	0.2	15.2
CN(C)CCCN(C(=O)COc1ccccc1)c1nc2c(Cl)cccc2s1	-8.4	-3.3	7.5	-9.9	-14.5	-3.2	4.3	0.3	0.1
CCOC(=O)N1CCN(Cc2nc(N)nc(Nc3ccc(OC)cc3)n2)CC1	-8.2	-0.7	-0.4	25.8	11.3	-7.7	11.9	-0.2	7.6
CCc1ccc(OC)c(S(=O)(=O)Nc2ccccc2C)c1	4.6	0.3	-0.5	18.7	8.1	-0.5	5.6	-0.3	0.7
O=C1/C(=C\c2ccco2)NC(=S)N1c1ccccc1	-3.0	1.5	2.7	5.9	-9.7	4.5	-4.8	-0.8	-0.4
CN(CCc1ccccn1)C(=O)c1cccnc1Oc1ccccc1	-7.6	-3.6	2.0	15.5	-1.9	-2.4	.	0.0	.
COC(=O)c1cc2sc(C)cc2n1Cc1ccccc1	9.6	3.8	4.1	15.6	?	0.2	.	0.3	0.1
COC(=O)C1=CN(CC2CCCO2)C=C(C(=O)OC)C1c1cc(OC)c(OC)c(OC)c1 (stereo not drawn)	4.4	0.3	0.9	-1.2	-5.4	0.6	-7.4	0.0	-1.8
Cc1ccccc1-c1nc(CS(=O)(=O)CC(=O)NCc2ccco2)c(C)o1	-14.5	-5.8	2.5	-3.1	-3.8	-7.3	-5.2	-0.8	-2.2
COc1ccc(C[C@H]2CN3C(=NC[C@@H]3Cc3ccccc3)N2C[C@H](C)NC(=O)CCC2CCCCC2)cc1	-4.7	0.3	15.5	30.0	.	-0.6	-19.2	-0.9	-2.0
COC(=O)c1ccc(/C=N/NC(=O)CC(=O)NC(C)C)cc1	12.1	4.5	-1.2	-8.3	8.3	0.6	-14.4	-0.5	-0.4
COc1cccc(OC)c1C(=O)NNC(=O)c1cccc(COc2ccc3c(c2)CCC3)c1	-4.3	-2.7	1.8	3.5	-3.5	-9.8	-3.7	-0.3	-0.2
CCN(CC)C(=O)c1ccc(-c2nnc(Nc3ccc(C(=O)NC)cc3)c3ccccc23)cc1	3.5	-2.9	1.6	13.7	11.3	-3.8	-25.1	-0.1	5.6
O=C(O)/C=C/c1cn(Cc2ccccc2)nc1-c1ccc(Cl)cc1	5.7	17.1	4.9	-4.1	-11.0	4.2	0.1	0.3	-0.3
Cc1ccc(-n2c(SCC(=O)OC(C)C)nnc2-c2ccco2)cc1	10.5	-2.1	4.1	-8.6	-2.2	1.1	-5.1	-0.5	-0.4
C=C(C)CNC(=S)NN=C1c2ccccc2-c2ccccc21	3.4	7.9	-2.8	16.3	-14.4	-0.9	-35.0	0.7	0.3
CC(C)NC(=O)/C(C#N)=C/c1ccc2c(c1)OCCO2	-12.6	-7.2	0.8	-9.7	0.7	-5.2	3.9	0.3	0.5
Cc1ccc2nc(C)c(C(=O)N/N=C/c3ccco3)cc2c1	3.2	3.0	2.6	-15.8	-11.9	-5.7	9.4	-0.4	-0.1
CCc1ccc2oc(C(=O)Nc3c(C)n(C)n(-c4ccccc4)c3=O)cc(=O)c2c1	6.4	7.1	0.0	1.0	1.3	1.3	.	-0.8	.
O=C1C(=O)N(O)C2CCCCC2N1O (stereo not drawn)	10.5	-4.1	1.3	-6.0	-0.8	-3.0	0.4	-0.3	0.4
CCCCCCSc1nsc(NC(C)=O)n1	-10.8	-8.1	1.5	-10.7	3.2	-5.4	6.6	0.3	0.0

Structures shown so far that contain an aryl thioether with sulfur outside any ring:
canonical_smiles	D2 PAM	TRHR enhancer	D1 agonist	D1 antag	RXFP1 antagonist	D1 potentiator	D2 antagonist	TRHR ag	D2 agonist
CCSc1nnc(NC(=O)CSc2nc3c(c(=O)n2-c2ccccc2)SCC3)s1	0.5	7.7	0.2	4.8	-13.3	4.1	3.0	-0.5	-1.7
Cc1ccc(-n2c(SCC(=O)OC(C)C)nnc2-c2ccco2)cc1	10.5	-2.1	4.1	-8.6	-2.2	1.1	-5.1	-0.5	-0.4
CCCCCCSc1nsc(NC(C)=O)n1	-10.8	-8.1	1.5	-10.7	3.2	-5.4	6.6	0.3	0.0

Next part.
canonical_smiles	D2 PAM	TRHR enhancer	D1 agonist	D1 antag	RXFP1 antagonist	D1 potentiator	D2 antagonist	TRHR ag	D2 agonist
Cc1cc(C)cc(OCC(=O)NC(Cc2c[nH]c3ccccc23)C(=O)O)c1 (stereo not drawn)	-4.9	1.1	2.1	15.5	3.4	-1.1	.	0.1	0.2
O=C(Cc1ccc(S(=O)(=O)N2CCCC2)s1)N1CCN(c2ccc(F)cc2)CC1	1.2	9.0	7.7	-9.0	-5.2	-1.8	-10.4	-0.8	0.1
CC1=C(C(=O)Nc2ccc(C)cc2)C(c2cccs2)NC(=S)N1 (stereo not drawn)	-3.3	4.3	2.5	7.3	-14.3	-2.9	-6.4	0.2	2.3
CCCCc1nnc(NC(=O)C(C)Sc2nc(C)cc(=O)[nH]2)s1 (stereo not drawn)	4.5	7.9	3.0	42.0	-17.2	-4.4	-11.7	0.1	-0.9
COc1ccccc1C(=O)NNC(=O)c1cccc(F)c1	1.5	-0.1	2.4	-8.8	16.0	-0.7	1.9	0.3	-1.1
CCCc1ncc(C(O)c2cccc(OC)c2)n1C (stereo not drawn)	18.0	7.3	3.7	1.4	2.8	-2.5	-13.2	1.3	-0.4
CCCCNC(=O)Nc1ccccc1C(=O)Nc1ccc(OC)cc1	4.0	3.6	0.3	1.4	-11.7	2.9	-6.4	-0.4	-0.4
CCC1(C)Cc2c(C#N)c(N)n(-c3ccccc3)c(=O)c2CO1 (stereo not drawn)	.	19.7	1.5	-0.2	3.4	-0.6	.	0.8	.
O=C(O)CC(c1ccccc1)n1cnnn1 (stereo not drawn)	-13.5	2.5	-1.4	-3.1	6.4	10.0	-2.9	0.8	0.9
Cc1cc(C)nc(/N=C(\N)Nc2ccc(S(=O)(=O)Nc3nccc(C)n3)cc2)n1	0.1	3.8	-0.7	4.2	32.8	-2.6	1.2	0.6	1.2
O=C(Nc1ccc(Br)cc1)c1ccc(N2C(=O)C3CC=CCC3C2=O)cc1 (stereo not drawn)	0.6	-1.2	6.2	-4.1	-12.6	-5.0	-4.2	1.0	1.7
O=C(CSc1nccn1C1CCCC1)Nc1ccc(C(F)(F)F)cc1	3.6	2.7	-1.3	-11.0	-35.7	-2.4	.	-0.3	-0.1
CN(C)/C=N/S(=O)(=O)c1ccc(Cl)cc1	-4.5	-3.1	3.1	-6.5	-2.2	-0.8	2.0	0.1	0.7
CCOc1ccc(C2c3cc(OCC)c(OCC)cc3CC(=O)N2c2ccc(C(=O)O)cc2)cc1OCC (stereo not drawn)	-6.7	-6.8	1.2	-1.2	-11.5	0.0	.	1.4	.
CCOC(=O)c1c(/N=C/C2=C(O)CC(C)(C)CC2=O)sc(C)c1C	7.4	2.2	10.8	31.9	-4.6	1.0	-5.0	0.1	6.2
Cc1cc(=O)c(C(=O)OC(C)C(=O)NC(N)=O)nn1-c1ccc(Cl)cc1 (stereo not drawn)	-9.8	-24.8	1.3	-9.7	19.9	-4.5	29.7	0.4	0.5
Cc1nnsc1C(=O)NNc1ccc(Cl)cc1	4.2	5.7	0.3	4.4	-2.5	-2.5	-5.4	0.1	-1.8
Cc1ccc(NC(=O)c2cc(S(=O)(=O)N3CCOCC3)cn2C)cc1Cl	-1.2	-1.0	1.9	-12.9	10.7	1.4	-6.5	-0.1	-0.6
CCOC(=O)C1=C(C)NC(C)=C(C(=O)OCC)C1c1ccc(C)o1	-6.5	3.7	2.0	-10.5	8.3	-4.0	0.3	-0.3	3.0
COc1ccccc1CNC(=O)CSc1ccc(-c2sc(-c3ccccc3)nc2C)nn1	0.8	-0.8	5.5	-29.1	-15.6	-6.5	.	0.8	0.0
COc1ccc(C)cc1S(=O)(=O)N(C)CC(=O)Nc1ccc2c(c1)OCO2	14.6	3.6	-3.2	19.5	-6.8	0.1	-4.6	-1.8	-0.8
CC[C@@]12C(=O)N(c3ccc(C)cc3)C(=O)N1[C@H](c1cccc(C)c1)[C@@H]1C(=O)N(Cc3ccccc3)C(=O)[C@@H]12	4.2	2.5	4.7	6.1	.	-7.0	-0.4	-0.1	1.3
O=C(NCCc1c[nH]c2ccccc12)c1cc(S(=O)(=O)N2CCCCC2)ccc1N1CCOCC1	-7.4	-12.9	3.4	-6.6	-7.1	0.8	-4.8	-0.3	1.5
